RECQ1 helicase – RECQ1 (human) helicase inhibition. P46063. RECQ1 DNA unwinding, red fluorescence kinetic read. Potency, µM (titrated, usually from 57.3 µM), for inactives: at the top dose activity, negative = inhibition, hits mostly inhibitors. 240,000 tested, 0.54% active. AID 2549;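 further: plate controls were vehicle for no effect and no enzyme for full effect; nearly all actives have a fitted effect of over 30% in size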
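RECQ1T1 50 nM; forked duplex (20 bp + 30-nt ss tails) 200 nM, ATP 2 mM final; pH 8.0, 2 mM MgCl2, 2.5 ug/ml poly(dI-dC); 15 min compound preincubation; discontinuous kinetic read over 2 h at RT.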
Epigenetic reg – derepresses silenced GFP reporter in murine cells | Potency, µM (titrated, usually from 53.9 µM), inactives show at the highest dose GFP activation, hits mostly activators | 280,000 tested, 0.2% active | murine LDR cells, GFP reporter derepression, 30 h | AID 1865; further: % of control where 0% means no effect; nearly all actives have a fitted effect of over 60% in size
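Readout is the number of GFP-expressing murine LDR cells, counted by cytometry following washing. Cells were treated with compound for 30 h at 37 C; the stably integrated CMV-GFP locus is normally silent.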
IMPase Li cell – cell-permeable IMPase inhibitors with lithium potentiation. CHO-M1 cells, IP1 TR-FRET (IP-One), carbachol + lithium. 210,000 tested, 0.35% active. AID 1457. Potency, µM (highest dose often 59.4 µM), for inactives: top-dose activity, negative = IMPase inhibition, usual class: inhibitors;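 further: IP1 builds up when IMPase is blocked and the TR-FRET signal falls; plate controls were basal vehicle for no effect and high inhibitor control for full effect; nearly all actives have a fitted effect of over 50% in size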
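Readout is a homogeneous TR-FRET IP1 immunoassay (Ex 320, Em 665 and 620), where raised cytosolic IP1 lowers signal. Cells were CHO-M1 treated 30 min at 37C with test compounds plus a little lithium; AC50 values came from Hill-equation fitting.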
KDM4E inh – blocks human JMJD2E demethylase activity. B2RXH2. JMJD2E catalytic domain, FDH-coupled NADH fluorescence (FDH is formaldehyde dehydrogenase). Potency, µM (series often up to 57.1 µM), without a hit: top-dose activity change, negative = inhibition, most hits filed as inhibitors. 230,000 tested, 1.6% active. AID 2147; active means well fitted inhibition curve with a large enough effect, not every such curve was filed as active; inconclusive means small, poorly fitted or top-dose-only effect, or another doubt; inactive means no such curve, though single readings can be large or run the other way;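 further: 0% = wells with enzyme and -100% = buffer wells without enzyme; nearly all actives have a fitted effect of over 50% in size; many of its hits are not listed in these tables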
Target sequence (B2RXH2 1-337 limits assumed): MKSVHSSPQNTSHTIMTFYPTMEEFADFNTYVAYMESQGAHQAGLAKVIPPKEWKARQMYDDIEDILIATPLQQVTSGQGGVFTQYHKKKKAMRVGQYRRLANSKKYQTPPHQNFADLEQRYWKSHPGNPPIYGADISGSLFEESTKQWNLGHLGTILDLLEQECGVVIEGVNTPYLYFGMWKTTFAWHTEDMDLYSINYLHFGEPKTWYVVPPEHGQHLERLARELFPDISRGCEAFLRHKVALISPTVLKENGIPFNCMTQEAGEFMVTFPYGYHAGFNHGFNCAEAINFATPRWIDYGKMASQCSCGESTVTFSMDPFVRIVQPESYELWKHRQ
KinaseGlo FLuc – counter-screen: inhibitors of Kinase-Glo firefly luciferase. Q27757. Kinase-Glo luciferase, ATP luminescence, 8 min. Potency, µM (top dose mostly 38.3 µM), for inactives: at the highest dose activity change, negative = inhibition, actives largely listed as inhibitors. 200,000 tested, 0.28% active. AID 1379; further: on the % scale 0 is the no-effect control and ±100 the full control effect; nearly all actives have a fitted effect of over 60% in size
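Recombinant Kinase-Glo luciferase, 10 uM ATP (linear range), luciferin; imidazole pH 7.2 / KCl / MgCl2 / Tween / BSA buffer; 8 min RT; luminescence.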
RGS12 GoLoco inh – blocks human Gai1 binding to RGS12 GoLoco peptide, red readout; P63096; Gai1:RGS12 GoLoco peptide FP, rhodamine, 10 min; Potency, µM (titrated, usually from 61.6 µM), for inactives: at the highest dose activity, negative = inhibition, hits mostly inhibitors; 230,000 tested, 0.44% active; active means well fitted inhibition curve with a large enough effect, not every such curve was filed as active; inactive means no such curve, though single readings can be large or run the other way; further: on the % scale 0 is the no-effect control and ±100 the full control effect; nearly all actives have a fitted effect of over 30% in size; many of its hits are not listed in these tables
Target sequence (P63096 whole entry, looked up): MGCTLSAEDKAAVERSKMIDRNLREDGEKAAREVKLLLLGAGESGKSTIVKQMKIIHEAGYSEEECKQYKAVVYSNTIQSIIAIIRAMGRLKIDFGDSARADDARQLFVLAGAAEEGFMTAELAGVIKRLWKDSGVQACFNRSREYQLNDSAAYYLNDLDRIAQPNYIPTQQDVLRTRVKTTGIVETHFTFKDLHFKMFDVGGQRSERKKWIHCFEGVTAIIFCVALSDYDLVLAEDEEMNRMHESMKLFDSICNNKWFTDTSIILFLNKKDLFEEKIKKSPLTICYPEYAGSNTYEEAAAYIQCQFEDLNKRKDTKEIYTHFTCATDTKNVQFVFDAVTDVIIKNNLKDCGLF
SMN2 splice up – SMN2 splice variant enhancement | HEK293 SMN2-luciferase splicing reporter, luminescence, 30-36 h | Potency, µM (top dose mostly 46.1 µM), for inactives: at the top dose activity change, positive = activation, actives largely listed as activators | 210,000 tested, 2.8% active | AID 1458; further: % of control where 0% means no effect; nearly all actives have a fitted effect of over 55% in size
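qHTS luciferase splicing reporter: luminescence rises when SMN2 exon 7 is included in transfected HEK293 cells. Compound exposure lasted 30-36 h at 37C, with 4.5 mM final sodium butyrate as control, followed by a ONE-Glo read.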
NPSR antagonist – antagonists of human neuropeptide S receptor cAMP signaling | Q6W5P4 | CHO-NPSR cells, cAMP TR-FRET, antagonist mode | Potency, µM (highest dose often 38.3 µM), without a hit: at the highest dose activity change, negative = inhibition, usual class: inhibitors | 220,000 tested, 1% active; further: on the % scale 0 is the no-effect control and ±100 the full control effect; nearly all actives have a fitted effect of over 50% in size; many of its hits are not listed in these tables
Target sequence (Q6W5P4 whole entry, looked up): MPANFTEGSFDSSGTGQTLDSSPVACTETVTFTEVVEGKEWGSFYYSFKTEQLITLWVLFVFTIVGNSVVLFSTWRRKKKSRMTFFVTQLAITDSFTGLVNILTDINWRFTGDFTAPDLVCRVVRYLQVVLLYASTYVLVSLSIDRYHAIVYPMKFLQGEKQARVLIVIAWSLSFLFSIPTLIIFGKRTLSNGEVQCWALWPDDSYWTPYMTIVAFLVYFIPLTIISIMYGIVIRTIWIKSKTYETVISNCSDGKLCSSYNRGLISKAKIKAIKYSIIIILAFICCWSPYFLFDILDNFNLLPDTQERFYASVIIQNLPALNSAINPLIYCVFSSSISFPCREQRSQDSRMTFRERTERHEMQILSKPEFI
An asterisk follows results filed as active; i = inactive; u = inconclusive; x = not tested or not shown; & = joins results of further samples; [ ] = remark or other dose. Unless noted, the call rests on the fitted dose curve; in most records, active means well fitted curve in the direction sought with a large enough effect; inconclusive means small, poorly fitted or top-dose-only effect, or another doubt; inactive means no such curve, though single readings can be large; an effect the other way counts as inactive or inconclusive. Potency means the concentration at half of the fitted maximal effect. An excerpt, so the mix of outcomes need not match the whole.

1. CCn1cc(CN2CCCC(CO)(Cc3cccc(Cl)c3)C2)cn1 (stereo unspecified)
2. OC1(C#CCN2CCCC2)c2ccccc2-c2ccccc21
3. CC1(C)Cc2ccccc2-c2nc(NCCCO)n(-c3ccccc3)c(=O)c21
4. CCCCCCNC(=O)CC(NS(=O)(=O)c1ccc(NC(C)=O)cc1)C(C)C (stereo unspecified)
5. CCN(CC)S(=O)(=O)c1ccc(NC(=O)c2ccc(N(C)S(C)(=O)=O)cc2)cc1
6. Cc1ccc(N2C(=O)C3C(C2=O)N2CCCN2C3c2ccccc2)cc1C (stereo unspecified)

Compound	1	2	3	4	5	6
RECQ1 helicase	-9.8%	10.6%	-1.5%	i	-2.9%	i
Epigenetic reg	0.0%	-1.6%	-5.7%	0.0%	-2.1%	0.0%
IMPase Li cell	9.2%	x	-14.5%[38.3 µM]	x	0.4%	2.3%
KDM4E inh	0.4%	1.1%	u	-6.9%	1.5%	-0.4%
KinaseGlo FLuc	-0.3%	x	-4.1%	x	-0.8%	0.7%
RGS12 GoLoco inh	20.4%	0.5%	5.2%	x	3.6%	2.3%
SMN2 splice up	x	x	-11.6%	x	-80.2%[inhibitor]	-8.3%
NPSR antagonist	9.9%	-23.7%	-17.3%[46.1 µM]	-10.0%[46.1 µM]	-8.7%[46.1 µM]	-2.2%

7. COc1ccc(N2C(=O)N(Cc3ccc(C)cc3)c3ccccc3S2(=O)=O)cc1
8. COc1cccc(-n2c(CN3CCN(c4cccc(C)c4)C(C)C3)nc3ccc([N+](=O)[O-])cc3c2=O)c1 (stereo unspecified)
9. CCn1c(-c2ccccc2)c(C(=O)CCl)c2ccccc21
10. CCOc1ccc(-c2nnn(CC(=O)NCc3cccs3)n2)cc1
11. O=C(NCCc1csc(-c2ccccc2)n1)c1ccco1
12. COc1ccc(N/N=C(/N=Nc2nc(C)cc(=O)[nH]2)c2ccccc2)cc1

Compound	7	8	9	10	11	12
RECQ1 helicase	-5.0%	-23.4%	i	0.4%	i	i
Epigenetic reg	5.2%	-1.1%	-1.3%	6.1%	1.1%	u
IMPase Li cell	1.8%	-4.6%	11.1%	-7.4%[38.3 µM]	x	62.9%[activator][38.3 µM]
KDM4E inh	6.8%	-15.4%	-24.4%	-0.6%	-2.8%	14.1µM*
KinaseGlo FLuc	1.8%	0.2%	-1.8%	-1.0%	x	8.91µM*
RGS12 GoLoco inh	-7.8%	-3.2%	1.9%	-1.3%	10.2%	-2.7%
SMN2 splice up	-17.5%	-4.5%	-71.1%[inhibitor]	-4.3%	x	-61.7%[inhibitor]
NPSR antagonist	-17.7%	-7.6%	-38.1%	-4.2%[46.1 µM]	-7.2%	-11.0%[46.1 µM]

Along the list, from the results shown:
Nos. 7 to 12 in SMN2 splice up, in turn: -17.5%, -4.5%, -71.1%[inhibitor], -4.3%, x, -61.7%[inhibitor]

Next part:
13. COC(=O)c1nnc(SC)nc1C(=O)OC
14. Cc1cc(NC(=O)c2cccs2)no1
15. O=C1C=C(NCCO)C(=O)c2cnccc21
16. CC(=O)NCCNC(=O)c1ccc(-n2c(C)ccc2C)cc1
17. CC(=O)Nc1nonc1-c1ccccc1
18. O=C(COC(=O)COc1ccc(Br)cc1)NCCC1=CCCCC1

Compound	13	14	15	16	17	18
RECQ1 helicase	6.8%	i	-3.6%	i	-2.3%	-0.3%
Epigenetic reg	3.4%	0.0%	1.3%	14.2%	-0.2%	0.0%
IMPase Li cell	18.3%	x	6.2%	-3.3%	-8.1%[38.3 µM]	-4.1%
KDM4E inh	0.2%	-4.6%	-25.6%	-6.0%	-3.1%	5.4%
KinaseGlo FLuc	-4.1%	x	-6.3%	-1.4%	-8.7%	-2.9%
RGS12 GoLoco inh	-0.9%	1.6%	-7.6%	4.7%	6.9%	3.2%
SMN2 splice up	-0.3%	x	-114.8%[inhibitor]	x	0.2%	-10.3%
NPSR antagonist	x	7.1%	x	9.8%	6.7%[46.1 µM]	8.2%[46.1 µM]

Next part, starting with the last 2 of the part before.
17. CC(=O)Nc1nonc1-c1ccccc1
18. O=C(COC(=O)COc1ccc(Br)cc1)NCCC1=CCCCC1
19. COc1cc(/C=C/C(=O)c2ccc(NS(=O)(=O)c3ccc(C)cc3)cc2)ccc1OC(F)F
20. CN(CC(=O)NC(=O)NCc1ccco1)Cc1nc2ccccc2c(=O)[nH]1
21. COc1ccc(S(=O)(=O)Nc2ccccc2N2CCOCC2)cc1[N+](=O)[O-]
22. CC1CCc2c(sc3nc(CN4CCOCC4)nc(NS(=O)(=O)c4cccc([N+](=O)[O-])c4)c23)C1 (stereo unspecified)
23. CCCCC(NS(=O)(=O)c1ccc(OC)cc1)C(=O)O (stereo unspecified)
24. C=CCn1c(-c2cc(Cl)ccc2OC)n[nH]c1=S

Compound	17	18	19	20	21	22	23	24
RECQ1 helicase	-2.3%	-0.3%	1.5%	-29.9%	-14.5%	-19.7%	-2.5%	-9.3%
Epigenetic reg	-0.2%	0.0%	-1.3%	-2.2%	-0.7%	-1.5%	8.9%	0.6%
IMPase Li cell	-8.1%[38.3 µM]	-4.1%	-7.1%	5.1%[38.3 µM]	x	13.4%[38.3 µM]	-25.8%[38.3 µM]	u
KDM4E inh	-3.1%	5.4%	-1.6%	-2.0%	-2.4%	-4.7%	-3.7%	-2.4%
KinaseGlo FLuc	-8.7%	-2.9%	8.8%	0.7%	x	-0.2%	3.2%	-3.4%
RGS12 GoLoco inh	6.9%	3.2%	3.5%	10.6%	6.7%	26.7%	-31.3%	-1.8%
SMN2 splice up	0.2%	-10.3%	-94.1%[inhibitor]	-7.5%	x	-51.0%[inhibitor]	0.8%	-18.9%
NPSR antagonist	6.7%[46.1 µM]	8.2%[46.1 µM]	u	-5.2%[46.1 µM]	-6.0%	-12.2%[46.1 µM]	-8.8%[46.1 µM]	-12.2%[46.1 µM]

25. O=c1c2ccccc2nc(SCc2cc(F)ccc2F)n1C1CCCC1
26. Cc1ccnc(NS(=O)(=O)c2cc([N+](=O)[O-])ccc2C)c1
27. O=C1CCCC2=C1C(c1ccccn1)Nc1ccc(C(=O)c3ccccc3)cc1N2 (stereo unspecified)
28. COc1ccc(Nc2nc(-c3cccs3)cs2)c(OC)c1
29. COc1ccc2cc(C3OCCO3)c(Cl)nc2c1
30. CCN(C(=O)CN1CCN(S(=O)(=O)c2cc(Cl)ccc2Cl)CC1)c1c(N)n(Cc2ccccc2)c(=O)[nH]c1=O

Compound	25	26	27	28	29	30
RECQ1 helicase	i	-10.6%	-2.2%	-8.7%	2.4%	-9.6%
Epigenetic reg	-1.1%	-0.1%	0.0%	-8.7%	-2.1%	-0.8%
IMPase Li cell	1.8%[38.3 µM]	-10.2%	12.3%	-3.8%[38.3 µM]	-2.3%	5.3%
KDM4E inh	3.4%	2.1%	7.5%	u	-0.7%	-13.4%
KinaseGlo FLuc	-3.3%	1.4%	-0.7%	-1.2%	-12.6%	2.2%
RGS12 GoLoco inh	8.8%	-1.1%	12.0%	-22.6%	11.4%	-12.8%
SMN2 splice up	-12.1%	-9.7%	15.5%	x	x	1.9%
NPSR antagonist	-18.2%[46.1 µM]	9.8%	-13.4%	-6.8%[46.1 µM]	-5.2%	-1.6%

31. CCn1ncc(C2=NOC(C(=O)Nc3ccccc3C(=O)OC)C2)c1C (stereo unspecified)
32. O=C(Nc1nc(-c2ccccc2)c(C(=O)c2ccccc2)s1)c1ccc(S(=O)(=O)N2CCCCC2)cc1
33. Cc1ccc(/C=N/Nc2ccnc3cc(Cl)ccc23)c(C)c1
34. CCN(CC(=O)Nc1cccc(S(=O)(=O)N2CCCC2)c1)CC(=O)Nc1ccccc1OC
35. NC1(C(=O)O)C[C@H](C(=O)O)[C@H](C(=O)O)C1 (stereo partly specified)
36. CCCCN(CCCC)CC1OCc2ccccc2CO1

Compound	31	32	33	34	35	36
RECQ1 helicase	i	-7.5%	-10.8%	9.4%	-15.4%&-3.0%	14.5%
Epigenetic reg	6.0%	1.1%	2.3%	-4.2%	1.1%&0.0%&0.4%	1.1%
IMPase Li cell	7.7%[38.3 µM]	-10.0%	10.8%	6.6%	-1.5%&-6.4%&12.3%	6.4%[38.3 µM]
KDM4E inh	-13.0%	11.2%	u	-16.6%	-26.5%	17.7%
KinaseGlo FLuc	5.1%	-2.3%	1.6%	-1.9%	-2.3%	-2.5%
RGS12 GoLoco inh	8.2%	3.9%	5.1%	0.7%	3.6%&-6.7%&1.5%	5.8%
SMN2 splice up	-47.8%[inhibitor]	-53.2%[inhibitor]	-84.9%[inhibitor]	-11.4%	-5.1%&0.3%	0.7%
NPSR antagonist	-16.2%[46.1 µM]	-55.4%	u	-11.6%	x	-10.4%[46.1 µM]

37. Brc1ccc(/C=N/n2cnnc2)s1
38. Cc1nc2nc(SCC(=O)NCCCN3CCOCC3)nn2c(C)c1Cc1ccccc1
39. COc1ccc(C(C#N)=C2C=CC(=NO)C=C2)cc1
40. O=S(=O)(N/N=C\c1cccn1-c1ccccc1)c1ccc2ccccc2c1
41. COc1cc(CNC2CCCc3ccccc32)cc(OC)c1OC (stereo unspecified)
42. COc1ccc(C(=O)Nc2ccc(Cl)cc2C(=O)NCc2ccco2)cc1OC
43. CCCCNC(=O)C1CCC(CNS(=O)(=O)c2ccc(C)cc2)CC1 (stereo unspecified)
44. O=S(=O)(Nc1ccc(-c2cn3c(n2)SCC3)cc1)c1cccs1

Compound	37	38	39	40	41	42	43	44
RECQ1 helicase	-4.1%	u	-18.3%	-23.0%	-1.1%	8.4%	i	-4.0%
Epigenetic reg	0.0%	-2.7%	-0.9%	-1.9%	1.9%	3.2%	-0.4%&-1.1%	0.1%
IMPase Li cell	x	11.2%	x	-3.8%[38.3 µM]	-0.4%	17.2%[38.3 µM]	-1.4%	7.7%
KDM4E inh	2.9%	2.8%	-13.1%	-7.3%	-6.1%	u	0.1%	-18.3%
KinaseGlo FLuc	x	1.1%	x	-1.5%	-2.4%	-0.1%	-1.1%	6.9%
RGS12 GoLoco inh	6.3%	-9.1%	-11.2%	-3.3%	0.9%	12.7%	7.3%	12.8%
SMN2 splice up	x	2.7%	x	-16.5%	-15.0%	-3.3%	-4.9%	-24.8%
NPSR antagonist	33.4%	0.2%	u	-22.6%[46.1 µM]	32.5%	-26.9%[46.1 µM]	2.6%	-25.5%

Screens deposited in PubChem by National Center for Advancing Translational Sciences (NCATS).
